PGK inhibitor: T. brucei PGK inhibition; Potency, µM (series often up to 57.5 µM), inactives show at the highest dose activity change, negative = inhibition, usual class: inhibitors; 0.043% of 380,000 active; PGK/GAPDH coupled, Kinase-Glo luminescence, 60 min; P07378; note: % is set by controls: 0 for no effect and ±100 for the full control effect; nearly all actives have a fitted effect of over 60% in size
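Recombinant glycosomal PGK reaction used 1,3-bisphosphoglycerate generated in-well by GAPDH (100nM final) in 100mM TEA pH 7.6, 5mM MgCl2, 0.01% Tween-20. After 60 minutes at room temperature, ATP was read by Kinase-Glo Plus luminescence end-point.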
RGS4 inhibitor: inhibitors of human regulator of G protein signaling 4; Transcreener GDP fluorescence polarization, RGS4-accelerated GTP hydrolysis; P49798; 0.039% of 390,000 active; AID 504845; Potency, µM (top dose mostly 114 µM), without a hit: at the top dose activity change, negative = inhibition, usual class: inhibitors; note: % is set by controls: 0 for no effect and ±100 for the full control effect; nearly all actives have a fitted effect of over 75% in size; some results filed as inactive show a strong effect at the top dose
Target sequence (P49798 whole entry, looked up): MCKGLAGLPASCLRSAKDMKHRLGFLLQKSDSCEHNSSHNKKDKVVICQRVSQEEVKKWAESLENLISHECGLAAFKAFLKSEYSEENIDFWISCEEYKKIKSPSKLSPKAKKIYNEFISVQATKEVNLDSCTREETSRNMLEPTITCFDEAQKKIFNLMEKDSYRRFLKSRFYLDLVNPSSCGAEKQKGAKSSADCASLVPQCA
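MLSMR compounds (23 nl, pin-transferred) preincubated 10 min at room temperature with a 500nM (2x) first reagent, then RGS4 at 900nM (2x) plus Transcreener GDP mix added; fluorescence polarization (620/688 nm) read before and after 90 min at 30 °C.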
12-LOX inh: ALOX12 (human) lipoxygenase inhibition | P18054 | purified 12hLO, xylenol orange hydroperoxide absorbance | Potency, µM (highest dose often 108 µM), for inactives: at the top dose activity change, negative = inhibition, hits mostly inhibitors | 1.1% of 580,000 active | AID 1671190; note: % is set by controls: 0 for no effect and ±100 for the full control effect
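Purified human 12hLO at 150 nM in 25 mM Hepes, 0.01% Triton X-100, pH 7.0, preincubated 15 min at room temperature with compound. Reaction started with 40 uM arachidonic acid, 30 min at room temperature. Hydroperoxide measured by Fe-xylenol orange, 573/405 nm absorbance ratio.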
HP1b binding inh: blocks HP1-beta chromodomain binding to methylated histone tails; P83916; Potency, µM (highest dose often 114 µM), for inactives: at the highest dose activity change, negative = inhibition, hits mostly inhibitors; AID 540317; 0.56% of 390,000 active; AlphaScreen HP1-beta / biotin-H3K9me3 peptide binding; note: nearly all actives have a fitted effect of over 70% in size; inactives centre near 23
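AlphaScreen: HP1-beta (50 nM) preformed 30 min with biotin-H3(1-18)K9me3 peptide (50 nM) in PBS pH 7.4, 0.01% Tween-20. Compound added for 30 min at RT, then streptavidin donor/nickel chelate acceptor beads (10 ug/mL) for 30 min.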
ERG Ets-DNA blk: ERG Ets/DNA interaction inhibition; P11308; fluorescence polarization, His-ERG Ets domain / labelled DNA; Potency, µM (highest dose often 76.9 µM), inactives show at the highest dose FP activity, negative = inhibition, hits mostly inhibitors; 0.028% of 370,000 active; AID 624246; active = well fitted inhibition curve with a large enough effect in the polarisation, with a control signal flat; inconclusive = small, poorly fitted or top-dose-only effect, or effect the other way, or a change in a side signal; inactive = no such curve, though single readings can be large or run the other way; the % refers to the polarisation;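 note: polarization taken with two DNA probes labelled with fluorescein and Texas red; % of control where 0% means no effect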
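His-tagged ERG Ets domain (1 uM in the protein solution; 300mM KCl, 50mM Tris-HCl, 1mM EDTA, 1mM DTT, pH 7.5) received compound, then a probe mix of 5 nM fluorescein-DNA and 100nM Texas-615-DNA. Fluorescence polarization was read for both dyes.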
rTrxR1 inhibitor: rat TrxR1 inhibition. O89049. recombinant rTrxR1, NADPH fluorescence consumption, selenite substrate. Potency, µM (top dose mostly 114 µM), without a hit: at the top dose activity change, negative = inhibition, hits mostly inhibitors. 1% of 390,000 active. AID 588453; note: % is set by controls: 0 for no effect and ±100 for the full control effect; nearly all actives have a fitted effect of over 65% in size
Target sequence (O89049 whole entry, looked up): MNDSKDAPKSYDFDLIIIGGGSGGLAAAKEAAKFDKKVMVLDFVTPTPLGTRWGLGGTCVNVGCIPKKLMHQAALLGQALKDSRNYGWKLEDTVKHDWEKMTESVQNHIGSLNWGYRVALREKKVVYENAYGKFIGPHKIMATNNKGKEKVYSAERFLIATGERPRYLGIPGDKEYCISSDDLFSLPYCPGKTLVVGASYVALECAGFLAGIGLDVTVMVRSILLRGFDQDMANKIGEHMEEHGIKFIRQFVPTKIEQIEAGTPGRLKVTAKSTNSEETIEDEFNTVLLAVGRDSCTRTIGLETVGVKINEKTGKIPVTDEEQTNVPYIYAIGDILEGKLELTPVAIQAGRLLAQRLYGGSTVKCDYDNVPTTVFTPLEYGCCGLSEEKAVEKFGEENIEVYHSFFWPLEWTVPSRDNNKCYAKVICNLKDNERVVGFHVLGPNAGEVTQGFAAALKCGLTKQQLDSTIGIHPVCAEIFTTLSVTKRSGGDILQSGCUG
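Rat TrxR1 (90 nM in the dispensed reagent) was pre-reduced with 400 uM NADPH for 5 min at room temperature, then incubated with compound for 15 min. After 400 uM selenite was added, NADPH fluorescence (Ex 340/Em 450 nm) was followed for 8 min.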
GLS inhibitor: glutaminase GLS (human) inhibition; O94925; GLS enzymatic activity, qHTS titration; Potency, µM (series often up to 45.5 µM), for inactives: at the top dose activity change, negative = inhibition, usual class: inhibitors; 0.21% of 410,000 active; AID 624170; note: % is set by controls: 0 for no effect and ±100 for the full control effect
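hKGA in 45 mM KH2PO4 (pH 8.2), 0.02% Tween-20 with compound, then 1mM L-Glutamine (stock as added) plus glutamate oxidase/HRP/Amplex red coupling mix. Fluorescence read initially and after 30 min at RT; signal change reflects glutamate formation.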
JMJD2A Tudor: blocks the human JMJD2A Tudor domain; AID 504339; Potency, µM (highest dose often 114 µM), for the others: at the highest dose activity change, negative = inhibition, usual class: inhibitors; AlphaScreen JMJD2A-Tudor / H3K4me3 peptide binding; 4.4% of 390,000 active; note: % is set by controls: 0 for no effect and ±100 for the full control effect; nearly all actives have a fitted effect of over 50% in size
Pin1 inhibitor: inhibitors of human Pin1 | Q13526 | Pin1 FP peptide displacement, HiFluor488, 10 min | Potency, µM (series often up to 115 µM), for the others: at the top dose activity, negative = inhibition, most hits filed as inhibitors | 0.009% of 390,000 active | AID 504891; active = well fitted inhibition curve with a large enough effect in the polarisation, with a control signal flat, not every such curve was filed as active; inconclusive = small, poorly fitted or top-dose-only effect, or effect the other way, or a change in a side signal; inactive = no such curve, though single readings can be large or run the other way; the % refers to the polarisation; note: % is set by controls: 0 for no effect and ±100 for the full control effect
Target sequence (Q13526 whole entry, looked up): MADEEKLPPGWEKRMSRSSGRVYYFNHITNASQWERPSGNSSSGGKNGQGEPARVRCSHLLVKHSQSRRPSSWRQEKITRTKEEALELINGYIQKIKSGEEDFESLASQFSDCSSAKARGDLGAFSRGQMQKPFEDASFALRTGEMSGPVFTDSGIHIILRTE
* hit, by the source's call; i = inactive; u = inconclusive; x = not tested or not shown; & = joins results of further samples; [ ] = dose if it differs, or a comment. Unless noted, calls come from the whole dose curve; as a rule, active = well fitted curve in the direction sought with a large enough effect; inconclusive = small, poorly fitted or top-dose-only effect, or another doubt; inactive = no such curve, though single readings can be large; an effect the other way counts as inactive or inconclusive. Potency is the fitted concentration of half-maximal effect.

PGK inhibitor	RGS4 inhibitor	12-LOX inh	HP1b binding inh	ERG Ets-DNA blk	rTrxR1 inhibitor	GLS inhibitor	JMJD2A Tudor	Pin1 inhibitor	SMILES
4%	-37%	0%	27%	0%	11%	4%	-5%	46%[activator]	CCN(CC)S(=O)(=O)c1ccc2oc(SCC3CN=C(c4ccc(OC)cc4)S3)nc2c1 (stereo unspecified)
-1%	22%	7%	9%	1%	19%	-5%	-27%	17%	CCOC(=O)c1cccc(NC(=O)CCC(=O)N2CC(C)Oc3ccc(C)cc32)c1 (stereo unspecified)
5%	34%	-2%	33%	12%	-19%	2%	2%	u	Cc1cc(C)c(C)c(S(=O)(=O)N2CCN(c3ccccn3)CC2)c1C
7%	4%	2%	27%	4%	12%	1%	-1%	1%	O=C(COC(=O)c1ccc(Cl)nc1)NCCc1ccc(F)cc1
i	15%	-8%	6%	0%	14%	-17%	-12%	-3%	CCCCOc1ccc(C(=O)Nc2cccc(-c3nc4cccnc4s3)c2)cc1
i	-7%	7%	45%	4%	20%	-6%	7%	0%	CCCCN(C)S(=O)(=O)c1cc2c(cc1Br)CCN2C(=O)C1CC1
-4%	22%	u	19%	-2%	19%[57.1 µM]	1%	-8%	-6%	O=C(Nc1ccc2c(c1)CCC2)c1cccs1
0%	-18%	11%	13%	3%	u	10%	-13%	5%	O=C(COC(=O)CCNS(=O)(=O)c1ccc(Cl)cc1)NCc1ccco1
6%	-32%	-20%	49%[activator]	0%	23%	-1%	u	2%	CCCCCCCCCC[n+]1cccc2c3ccccc3ccc21
x	u	-2%	7%	13%	12%	-3%	-26%	7%	COC(=O)c1ccc(NC(=O)CSc2nc(=O)cc(N)n2-c2ccccc2)cc1
1%	7%	-20%	44%	-21%	-7%	-4%	-3%	u	CCc1noc(C)c1C(=O)OCC(=O)Nc1cccc(C)c1
3%	8%[11.4 µM]	u	u	-1%	0%	16%	u	-7%	Cc1cc(OCCN2CCCCCC2)ccc1[N+](=O)[O-]
-2%	-27%	u	38%[activator]	-1%	-7%	x	-4%	3%	O=C1CC(c2ccccc2)Sc2ccccc2N1 (stereo unspecified)
i	-18%	16%	22%	-11%	-14%	5%	-5%	-6%	COc1ccccc1N1CCN(C2CCCN(C(=O)Cn3cccn3)C2)CC1 (stereo unspecified)
i	6%	-13%	20%	11%	7%	-12%	-5%	-15%	Cc1[nH]c(=O)[nH]c(=O)c1S(=O)(=O)N1CCC(C(=O)N2CCN(c3cccc(C(F)(F)F)c3)CC2)CC1
-2%	19%	u	21%	10%	-7%	0%	-26%	-5%	COc1cc(CN2CCN(Cc3ccc4cc(F)ccc4n3)CC2CCO)cc(OC)c1 (stereo unspecified)
6%	1%	-12%	21%	-5%	13%	5%	-8%	0%	COc1ccccc1C(=O)NCCC(=O)N(C)CC(=O)Nc1ccc(C)cc1
-1%	-7%	136%[activator]	15%	-3%	14%	4%	-19%	-9%	Cc1cc(Oc2ccc(Cl)cc2)nc(-c2ccccn2)n1
0%	22%	0%	2%	-3%	-1%[57.1 µM]	8%	-27%	-1%	O=[N+]([O-])c1cccc(C(=Nc2ccccc2Cl)NO)c1
-5%	9%	-2%&-8%	16%	-4%	-1%	6%	1%	-2%	c1coc(-c2nnc3n2C2(CCCC2)Cc2ccccc2-3)c1
-9%	0%[56.9 µM]	-19%	46%[activator]	-1%	18%[57.1 µM]	4%	-10%	-5%	O=C(CSc1nnc(CNC(=O)c2ccco2)o1)Nc1cccc(C(F)(F)F)c1
x	u	u	19%	4%	0.35µM*	u	u	-3%	CCn1nc(C)cc1-c1nnc(Sc2ncc([N+](=O)[O-])s2)n1C
-10%	-17%	-24%	13%	-4%	9%[57.1 µM]	1%	-24%	5%	O=C(c1ccc(Cl)cc1[N+](=O)[O-])N1CCc2ccccc2C1
-1%	-9%	110%[activator]	43%[activator]	u	-20%	2%	1%	-1%	CCNc1nc(NCC)nc(N(C)/N=C/c2ccco2)n1
-7%	-11%	-22%	8%	-11%	-1%	6%	u	-2%	COC(=O)CCCn1c(-c2ccc(C)cc2)c(C)n2c3c(=O)n(C)c(=O)n(C)c3nc12
11%	20%	-21%	31%	5%	12%	-2%	-7%	-8%	COc1cc(NC(=O)Nc2nnc(N3CCCCCC3)s2)cc(OC)c1
i	-16%	221%[activator]	20%	-1%	-16%	0%	-11%	10%	Cc1cc(NC(=O)CSc2nc(-c3ccco3)cc(C(F)(F)F)n2)no1
-7%	-5%	-3%	13%	-5%	22%	25%	-20%	-3%	Cc1ccn2c(NC(=O)c3ccco3)c(-c3ccccc3)nc2c1
-4%	-20%	17%	64%[activator]	5%	-3%	3%	-26%	-9%	O=C(Nc1cccnc1)c1cc(-c2ccc(F)cc2)on1
5%	16%	16%	24%	-2%	-7%	2%	-12%	4%	COC(=O)[C@@H]1C[C@H]1[C@@H](NC(=O)c1ccccc1)c1ccccc1
-7%	-12%	-7%	2%	2%	21%[57.1 µM]	-5%	-24%	u	COc1ccc(CNC(=O)C2CCN(S(=O)(=O)c3cccc(-c4noc(C)n4)c3)CC2)cc1
10%	-5%[11.4 µM]	-11%	28%	-5%	-3%	0%	10%[11.4 µM]	8%	CCOC(=O)CSc1nc2cc3c(cc2cc1C#N)OCO3
-1%	-42%	0%	29%	-1%	16%[57.1 µM]	2%	-4%	u	CCN(CC)S(=O)(=O)c1cccc(-c2nnc(SCc3nc4ccccc4s3)o2)c1
-7%	5%	-3%	14%	-10%	3%	-1%	-17%	-4%	Cc1ccc(NC(=O)C2CCCN(S(=O)(=O)c3c(C)noc3/C=C/N(C)C)C2)c(C)c1 (stereo unspecified)
i	-1%	-3%	24%	-11%	-8%	-12%	-4%	1%	COc1ncccc1C(=O)N1CCC(n2nccc2NC(=O)CC(C)C)CC1
-4%	-51%	1%	7%	-3%	18%[57.1 µM]	-1%	u	1%	Cc1ccc(OCC(=O)Nc2ccc(NC(=O)c3ccco3)cc2)c(C)c1
-2%&-4%	-21%&-11%	-10%&-19%	6%&27%	2%&-9%	16%&15%	-1%&2%	-29%&-30%	1%&8%	Cc1ccc(C)c(N2CCN(S(=O)(=O)c3csc(C(N)=O)c3)CC2)c1
-4%	14%	u	36%[activator]	0%	9%	4%	-17%	-2%	C[C@@H]1NS(=O)(=O)c2cc(Cl)ccc2O[C@@H]1c1ccccc1
-4%	-8%	24%	33%	2%	6%	0%	-13%	5%	Cc1cc(C)n2nc(C(=O)Nc3ccc4c(c3)OCO4)cc2n1
i	-5%[11.4 µM]	16%	49%[activator]	-2%	9%[57.1 µM]	0%	-22%[11.4 µM]	9%	NC(=O)C1c2ccccc2CSc2ccccc21 (stereo unspecified)
5%	10%	18%	249%[activator]	1%	1%	4%	143%[activator]	6%	COC(=O)c1cc(C#N)c(SCc2ccccc2)nc1C
-5%	-25%	u	38%	12%	-34%	3%	-29%	5%	Cc1cccc(C)c1OCC(=O)N/N=C/C=C/c1ccco1
-1%	-12%	0%	38%	-8%	4%	x	-9%	u	CCOC(=O)c1ccccc1NC(=O)CSc1nnc(COc2ccccc2)n1CC
-1%	-33%	14%	-12%	2%	-10%[57.1 µM]	15%	u	u	COc1ccc(C(=O)NC(NC(=S)Nc2ccc(S(N)(=O)=O)cc2)C(Cl)(Cl)Cl)cc1 (stereo unspecified)
-10%	8%	0%	26%	-2%	12%[57.1 µM]	6%	-3%	-5%	CCP(=O)(CC)c1cccc(N)c1
-6%[11.5 µM]	22%	-5%	37%	x	32%	11%	11%	-1%	O=C1c2ccccc2C(=O)N1Cc1cc(-c2ccccc2Cl)no1
-2%	-10%	24%	19%	3%	-9%	28%	-24%	8%	Nc1ccc(C(=O)N/N=C/c2ccc(N3CCOCC3)s2)cc1
-2%	-6%	3%	35%	-5%	14%	-8%	-6%	42%[activator]	CCOCCc1nnc(NC(=O)C(=O)c2cc(C)n(-c3cccc(Cl)c3)c2C)s1
-6%	-53%	u	-3%	x	u	-18%	79µM*	6%	Cc1ccc(C)n1-c1cc(S(=O)(=O)N2CCOCC2)ccc1N1CCCC1
-7%	-11%	0%	55%[activator]	-10%	57%	-5%	-8%	-5%	CCOC(=O)c1ccc(NC(=O)CCc2c(C)nc3cc(-c4ccc(OC)cc4OC)nn3c2C)cc1
-3%	13%	-42%	22%	-3%	-5%	9%	-23%	5%	CC(C)[C@H](NC(=O)c1ccccc1Cl)C(=O)OCC(=O)NC(=O)NCc1ccco1

This is a subset. The share of hits here may be higher or lower than overall.
